# Screening results (PubChem BioAssay)
# TDP1 cell noCPT: qHTS for Inhibitors of human tyrosyl-DNA phosphodiesterase 1 (TDP1): qHTS in cells in absence of CPT. Potency, µM (series often up to 46.2 µM), for the others: at the highest dose activity change, negative = growth inhibition, most hits filed as inhibitors. DT40 Tdp1-/- hTDP1 cells, no CPT, ATP luminescence, 48 h. 420,000 tested, 15% active; active means well fitted inhibition curve with a large enough effect; inconclusive means small, poorly fitted or top-dose-only effect; further: nearly all actives have a fitted effect of over 55% in size
#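 Camptothecin absent (DMSO only). Human TDP1-complemented DT40 knockout cells, 400 cells/well, 37 °C for minimum 48 hr; ATP measured via CellTiter-Glo, 30 min dark incubation, luminescence.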
# An asterisk follows results filed as active; ? = inconclusive. On the % scale 0 is the no-effect control and ±100 the full control effect; potency means the concentration at half of the fitted maximal effect. An excerpt (hit frequency here may not be typical).
SMILES,TDP1 cell noCPT
COCCNC(=O)C1(C)CCN(C(=O)c2cc(C)n(C(C)(C)C)n2)C1 (centres undefined),-3%
CN1CCC(N2CCN(C3CN(CCc4ccccc4)S(=O)(=O)C3)CC2)CC1 (centres undefined),-6%
CC(C)Nc1nc(NCCN2CCNC2=O)c2sccc2n1,-1%
Cc1cc(=O)c2c(N(C)C)cccc2[nH]1,?
COc1ccc(NC(=O)c2cc(-c3ccc(F)cc3OC)n[nH]2)cc1OC,?
CCCS(=O)(=O)NC(=O)C1(C)CCCN(C(=O)c2ccc(OC)cc2OC)C1 (centres undefined),-13%
CCC1(c2ccccc2)CN(C)C1=O (centres undefined),-13%
CC1(C)CC(=Cc2cc(O)ccc2[N+](=O)[O-])C(=O)c2ccccc21,?
CC(=O)Nc1ccc(C(=O)OCC(=O)NC2CCCCCC2)cc1,-14%
COc1cc(Cl)ccc1OC1(C)CCN(Cc2cccn2-c2nccs2)C1 (centres undefined),21µM*
CN(C(=O)c1ccc(NC(=O)Cc2ccc(NC(=O)C3CCN(S(=O)(=O)c4cccc([N+](=O)[O-])c4)CC3)cc2)cc1)C1CCCC1,?
C[C@@H](c1ncncc1F)C(O)(Cn1cncn1)c1ccc(F)cc1F (some centres undefined),-21%
CC(=O)Nc1ccc2nc(NC(=O)CS(=O)(=O)c3ccc(F)cc3)sc2c1,-14%
CCCNC(=O)c1cc(C2CCCCN2C(=O)c2ccc3c(c2)CCO3)on1 (centres undefined),-24%
C[C@@H]1CN([C@@H](C)CO)S(=O)(=O)c2ccc(Br)cc2O[C@H]1CN(C)C(=O)c1ccccc1F,?
Cc1cn([C@H]2C[C@H](O)[C@@H](/C=C/C(=O)NCCc3cccs3)O2)c(=O)[nH]c1=O,6%
O=C(C1CCCCC1)N1C[C@@H](O)[C@H](n2cc(C3CC3)nn2)C[C@@H]1c1ccc(Cl)cc1,?
O=C(/C=C/c1ccc([N+](=O)[O-])cc1)c1ccccc(=O)c1O,3.3µM*
CCCCn1nnnc1C1(C)CCC(=O)N1CCc1c[nH]c2ccccc12 (centres undefined),-18%
CC(C)C[C@@H](CO)NS(=O)(=O)c1cc(Cl)ccc1F,2%
NC(=O)c1nnsc1-c1ccco1,-18%
CC(=O)C1=C(O)C(CSCc2ccccc2)N(C)C1=O (centres undefined),?
CC/C(=N/NC(=O)c1ccccc1O)c1c(C)[nH]n(-c2ccccc2)c1=O,1.8µM*
N#CC(C(O)c1ccccc1)N1CCOCC1 (centres undefined),?
Cc1cc(N2CCCCCC2)nc2ccc(F)cc12,-10%
O=C(C1CC12CCN(Cc1cccc3cccnc13)CC2)N1CCN(Cc2cccs2)CC1 (centres undefined),?
O=C1c2ccccc2C(=O)N1CCCCNc1ccccc1,-13%
CC1(C)Cc2nc3[nH]c(=S)n(-c4ccccc4)c(=O)c3cc2CO1,-2%
COCOc1ccc(/C=C/C(=O)c2c(OCOC)cc(OCOC)c(CC=C(C)C)c2O)cc1OCOC,?
CC(CCc1ccc(O)cc1)N1CCOc2c(O)cc(-c3nc4ccccc4s3)cc2C1 (centres undefined),16µM*
CCOc1ccc(CCN2C(=O)C(=O)N([C@@H](Cc3ccc(O)cc3)CN3CCC[C@@H]3CN3C(=O)C(=O)NC[C@@H]3Cc3ccccc3)C[C@@H]2Cc2ccccc2)cc1,?
c1ccc2c(c1)CCCN2,6%
COCCN1C[C@@H](CO)O[C@@H](n2cnc3c(NCCN(C)C)ncnc32)C1,?
N#CC1=C(N)OC2=C(C(=O)CCC2)C1Cc1ccccc1 (centres undefined),-5%
CC(C)(C(=O)N1CCC1(C)C(=O)NS(=O)(=O)c1ccc(Br)cc1)c1ccccc1 (centres undefined),-10%
NC(c1csc(Nc2cnccn2)n1)c1ccccc1Cl (centres undefined),?
CCc1ccc(C#CC2=CC(=O)CC(C)(C)C2)cc1,?
CCCCCc1c(-c2cccc(OC)c2)ncn1CCc1ccccc1OC,7.3µM*
COc1ccc(NC(=O)COC(=O)c2ccc(S(=O)(=O)N(C)c3ccccc3OC)cc2)cc1,19%
Cn1c(=O)c2[nH]c(CCNC(=O)c3ccccc3)nc2n(C)c1=O,0%
O=C(/C=C1\OCc2ccccc21)OCc1ccccc1,?
Nc1ncnc2nnsc12,-7%
CCCCCCN1C[C@H](n2cc(C3CC3)nn2)[C@@H](O)C[C@@H]1c1ccccc1,9.2µM*
O=C(Nc1ccn(CCCNCC(c2ccccc2)c2ccccc2)c(=O)n1)OCc1ccccc1,23µM*
Cc1cnc(-n2ncc(C(=O)N(C)Cc3cccc4ncccc34)c2C(C)C)nc1-c1ccc(F)cc1,-10%
COCCCNc1ccn2nc(-c3cccc(Cl)c3)cc2n1,?
CC1OC1c1ccc(-c2ccc(C3OC3C)cc2)cc1 (centres undefined),?
O=C(NCc1ccc(F)cc1)c1cc(C2CCCN(S(=O)(=O)c3ccccc3)C2)on1 (centres undefined),16µM*
COc1ccc(S(=O)(=O)N2CCCCCC2)cc1NC(=O)CCc1cc(OC)c(OC)c(OC)c1,?
NC(c1ccccc1)c1csc(Nc2ccc(S(N)(=O)=O)cc2)n1 (centres undefined),-13%
# (next part)
SMILES,TDP1 cell noCPT
COC(=O)N(C)C[C@@H]1OCc2cnnn2CCCC(=O)N([C@@H](C)CO)C[C@@H]1C,-13%
N#Cc1cccc(NC(=O)c2cc(C3CCCCN3C(=O)c3cccs3)on2)c1 (centres undefined),?
CC1(C(=O)Nc2cccc3ncccc23)CCN1C(=O)Cc1ccc(-c2ccccc2)cc1 (centres undefined),16µM*
CC1=C(C(=O)OCC2CCCCC2)C(c2ccccc2F)NC(=O)N1 (centres undefined),?
O=C(/C=C/[C@H]1O[C@@H](n2ccc(=O)[nH]c2=O)[C@H](O)[C@@H]1O)NCc1ccccn1,3%
COc1ccccc1C(=O)NCCC(=O)NCCOc1ccc(C)cc1,-26%
CCCCCN(C(=O)CCC(=O)OC(C)C(=O)Nc1ccccc1C)c1c(N)n(CCCC)c(=O)[nH]c1=O (centres undefined),-2%
CC1Cc2ccccc2N1C(=O)CSc1ccccn1 (centres undefined),-6%
NN=C(NN=Cc1ccccc1)c1ccccc1,21µM*
CCc1nc2c(OCCOc3ccc(F)cc3)cccn2c1N(C)C(=O)CC(C)C,10µM*
CCCc1ccc(C(O)c2ncc(-c3cccc(C)c3)[nH]2)cc1 (centres undefined),?
COC(=O)[C@@]12C[C@@H](CC(=O)N3CCN(C(=O)c4ccco4)CC3)C(=O)N(Cc3ccccc3)C1=CCC(C)(C)C2,15µM*
COc1ccc(C2CC=C(C(C)=O)CN2S(=O)(=O)c2ccc(C)cc2)cc1 (centres undefined),23µM*
C=C(C1=CCN(S(=O)C(C)(C)C)[C@@H]1CCO)c1ccccc1 (some centres undefined),23µM*
COc1cccc2cc(-c3cn4ccc(C)cc4n3)c(=O)oc12,2%
O=C(C[C@H]1C=C[C@H](NC(=O)c2ccccn2)[C@@H](CO)O1)NCc1cc(F)cc(F)c1,-10%
CCOC(=O)c1c(C)c(C)n2c1NC(=O)C2,-10%
COc1ccc(NC(=O)COC(=O)C2COc3ccccc3O2)cc1 (centres undefined),14%
CCOC(=O)C1C(=O)CC(C)(O)C(C(=O)OCC)C1c1ccc2c(c1)OCO2 (centres undefined),-19%
O=C1CC2(CCCC2)Oc2ccc(Cl)cc21,5%
CCC1CCCCN1Cc1c(O)ccc2c(=O)c(-c3ccccc3OC)coc12 (centres undefined),-20%
O=C(C=Cc1cccc(O)c1)c1ccccc1O,15µM*
COc1cccc(Nc2nc(C(N)Cc3ccc(C(F)(F)F)cc3)cs2)n1 (centres undefined),12µM*
COc1cc(-c2nnc(-c3cc(-c4ccccc4)nc4ccccc34)o2)cc(OC)c1OC,?
Nc1ncnc2c(C3OC(CO)C(O)C3O)scc12 (centres undefined),0.016µM*
Cc1cc(C)c(OCCOCCN2CCCC2)c(C)c1,?
Fc1ccc(Nc2nc(NCc3ccccc3)nc3ccsc23)cc1,9.2µM*
c1ccc(CCCCc2ccccn2)cc1,-16%
O=C(C[n+]1cccc(C(=O)Nc2ccccc2)c1)c1ccc(Cl)cc1,16µM*
CCCNC(=O)C1(C)CCN(C(=O)COCc2ccccc2)C1 (centres undefined),0%
COc1cc(CN2CCOc3ccc(CN4CCC(O)(c5cccnc5)CC4)cc3C2)ccc1F,?
O=C(Nc1ccccc1Cl)c1cc(C2CCCCN2C(=O)c2ccccc2)on1 (centres undefined),?
Cc1cc(C)n(CC(=O)N2CCC(n3c(C(C)C)nc4cccnc43)CC2)n1,-10%
COc1ccc(C2NC(=O)c3ccccc3N2)c(OC)c1OC (centres undefined),?
CC1(c2nnc(-c3ccncc3)o2)CC(c2ccc(Cl)cc2)=NO1 (centres undefined),21µM*
Cc1cccc(NC(=O)Nc2nnc([C@H]3C[C@H](O)[C@@H](CO)O3)s2)c1,-9%
COc1ccc(-c2cc(NC(C)=O)c3ncc(-c4cc(OC)c(OC)c(OC)c4)n3c2)cn1,2.9µM*
CNC[C@@H]1CC[C@@H](N)[C@@H](O[C@H]2[C@H](O)[C@@H](O[C@H]3OC[C@](C)(O)[C@H](NC)[C@H]3O)[C@H](N)C[C@@H]2N)O1,8%
CC(=O)c1cc2c(cc1NC(=O)c1ccc(-n3nc(C)cc3C)cc1)OCO2,?
C[C@H]1CN([C@@H](C)CO)C(=O)CCCn2cc(nn2)CO[C@@H]1CN(C)S(=O)(=O)c1cccc(C#N)c1,-3%
O=S1(=O)CCN(CCc2ccccc2)CC1,7%
CCN(C)C1CN(Cc2cn(CCCC(=O)OC)nn2)S(=O)(=O)C1 (centres undefined),-1%
C[C@H](CO)N1C[C@H](C)[C@@H](CN(C)S(=O)(=O)c2ccccc2F)Oc2ncc(C#Cc3cccnc3)cc2C1=O,15µM*
O=C(NCc1ccncc1)c1cnn(-c2nccc(-c3cc4ccccc4o3)n2)c1C1CC1,-28%
O=C(NCc1nnnn1-c1ccc(F)cc1)c1ccc2c(c1)OCO2,-28%
CC1CN(C2CCCCC2)C(=S)NC1=O (centres undefined),9%
O=C(NCCCCc1ccccc1)c1ccccc1Br,-28%
Ic1ccc(/C=C2\C=Cc3ccccc32)cc1,?
COc1cccc(CNc2nc3cc(-c4ccccc4)sc3c(=O)n2C)c1OC,29µM*
O=C1C=Cc2cccc3ccc(O)c1c23,15µM*
# Following part:
SMILES,TDP1 cell noCPT
CC(C)N(C)c1ncnc2c1ncn2[C@H]1CN(Cc2cccs2)C[C@@H](CO)O1,?
Cc1c(CCO)sc[n+]1CC(=O)c1ccccc1,?
CCC/C=C/c1ccc(CN2C(CC(C)C)C(=O)N(Cc3cn(CCC4OCCO4)nn3)CCS2(=O)=O)cc1 (centres undefined),?
CC(C)(C)n1nnnc1C(c1cccs1)N1CCN(C/C=C/c2ccccc2)CC1 (centres undefined),?
CCCCC(=O)N(C)c1c(C)nc2ccc(C(=O)NCc3ccccc3OC)cn12,-5%
CC(=O)c1ccc(-c2cnc3c(NC=O)cc(-c4cccc(NS(C)(=O)=O)c4)cn23)cc1,21µM*
COc1ccc(S(=O)(=O)NC(=O)C2(C)CCN2C(=O)c2c(C)noc2C)cc1 (centres undefined),-13%
CC(OC(=O)[C@H](C)N=C1NS(=O)(=O)c2ccccc21)C(=O)Nc1ccc(F)c(F)c1F (some centres undefined),-15%
CC1(C)OC(=O)C2=C(C[C@@H](C3CCCCC3)O[C@H]2c2ccccc2)O1,16µM*
Cc1cccc(C)c1NC(=O)C(c1ccccc1OC(F)(F)F)N1CCN(C/C=C/c2ccccc2)CC1 (centres undefined),15µM*
C#Cc1ccc2c(c1)COc1c3ccccc3nn1-2,?
O=C(COC(=O)C1CC(=O)N(Cc2ccccc2)C1)Nc1ccc([N+](=O)[O-])cc1Br (centres undefined),4%
O=C(C[n+]1c(Cl)cc(Cl)c2ccccc21)c1ccccc1,6.3µM*
C[C@@H]1CN([C@H](C)CO)C(=O)c2cc(Br)cnc2O[C@H]1CN(C)C(=O)c1ccccc1,-21%
NC(Cc1ccccc1)c1csc(Nc2ccc(C(=O)NCCCO)cn2)n1 (centres undefined),?
C(/C=C/c1ccccn1)=C\c1ccccc1,?
CN(C)c1ccc(-c2csc(C(O)c3ccccc3)n2)cc1 (centres undefined),?

# Shown bar-delimited: entries from further up
Molecule | TDP1 cell noCPT
CC(C)N(C)c1ncnc2c1ncn2[C@H]1CN(Cc2cccs2)C[C@@H](CO)O1 | ?
Cc1c(CCO)sc[n+]1CC(=O)c1ccccc1 | ?
CCC/C=C/c1ccc(CN2C(CC(C)C)C(=O)N(Cc3cn(CCC4OCCO4)nn3)CCS2(=O)=O)cc1 (centres undefined) | ?
CC(C)(C)n1nnnc1C(c1cccs1)N1CCN(C/C=C/c2ccccc2)CC1 (centres undefined) | ?
CCCCC(=O)N(C)c1c(C)nc2ccc(C(=O)NCc3ccccc3OC)cn12 | -5%
CC(=O)c1ccc(-c2cnc3c(NC=O)cc(-c4cccc(NS(C)(=O)=O)c4)cn23)cc1 | 21µM*
COc1ccc(S(=O)(=O)NC(=O)C2(C)CCN2C(=O)c2c(C)noc2C)cc1 (centres undefined) | -13%
CC(OC(=O)[C@H](C)N=C1NS(=O)(=O)c2ccccc21)C(=O)Nc1ccc(F)c(F)c1F (some centres undefined) | -15%
CC1(C)OC(=O)C2=C(C[C@@H](C3CCCCC3)O[C@H]2c2ccccc2)O1 | 16µM*
Cc1cccc(C)c1NC(=O)C(c1ccccc1OC(F)(F)F)N1CCN(C/C=C/c2ccccc2)CC1 (centres undefined) | 15µM*
C#Cc1ccc2c(c1)COc1c3ccccc3nn1-2 | ?
O=C(COC(=O)C1CC(=O)N(Cc2ccccc2)C1)Nc1ccc([N+](=O)[O-])cc1Br (centres undefined) | 4%
O=C(C[n+]1c(Cl)cc(Cl)c2ccccc21)c1ccccc1 | 6.3µM*
C[C@@H]1CN([C@H](C)CO)C(=O)c2cc(Br)cnc2O[C@H]1CN(C)C(=O)c1ccccc1 | -21%
NC(Cc1ccccc1)c1csc(Nc2ccc(C(=O)NCCCO)cn2)n1 (centres undefined) | ?
C(/C=C/c1ccccn1)=C\c1ccccc1 | ?
CN(C)c1ccc(-c2csc(C(O)c3ccccc3)n2)cc1 (centres undefined) | ?
